# Source: PubChem (National Center for Advancing Translational Sciences (NCATS))
# TCR act: activators of T cell receptors | primary human leukocytes, anti-CD3, IL-2 HTRF, 48 h | Potency, µM (doses to about 9.22 µM), without a hit: at the top dose activation of IL-2 secretion, actives largely listed as activators | 330,000 tested, under 10 active; also: % of control where 0% means no effect
#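 Primary human leukocytes were stimulated with a-CD3 beads plus compounds for 48 hr without co-stimulation; secreted IL-2 was quantified by HTRF using a-IL-2-K (europium cryptate) and a-IL-2-d2, excited at 320nm with acceptor emission read at 665nm.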
# Chronic BCR inh: blocks chronic active B-cell receptor signaling. ABC-DLBCL IkBa-CBG/CBR reporter, luminescence ratio, 4 h. actives 0.05% (n = 340,000). Potency, µM (highest dose often 46.1 µM), without a hit: top-dose ratio change, negative = lower green/red ratio, actives largely listed as inhibitors; active = well fitted inhibition curve with a large enough effect in the signal ratio, with a control signal flat, not every such curve was filed as active; inconclusive = small, poorly fitted or top-dose-only effect, or effect the other way, or a change in a side signal; the % refers to the signal ratio;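 also: potency is read from the fitted curve at half-maximal effect; plate controls were basal doxycycline-induced cells for no effect and cells given 10 µM MG132 for full effect; MG132 reads +100%, hits lower the ratio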
#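 Concentration-response series (up to 46 uM) were applied to TMD8 dual-reporter cells for 4 h at 37C with doxycycline. Green/red ratio, after filter-overlap correction, defined %Activity; red signal alone was normalised to basal cells and zero luminescence.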
# hERG WT inh: blocks the wildtype human KCNH2 potassium channel. Q12809. U2OS, BacMam KCNH2, thallium flux FluxOr; active compounds read low. activity change, % at 1.84 µM. actives 0.37% (n = 340,000);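 active = maximum activity change below -70%; inconclusive = maximum activity change between -70% and -50%; inactive = maximum activity change above -50%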; also: % is scaled to controls: 0 for no effect and ±100 for the full control effect
#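 U2OS cells transduced with wild-type KCNH2 virus are loaded with FluxOr dye for 45 min, and thallium flux is measured in kinetic reads before and after stimulation buffer. Rate constants are normalized to DMSO controls.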
# Tb PFK block: inhibitors of T. brucei phosphofructokinase. O15648. T. brucei PFK, ADP-Glo luminescence. Potency, µM (series often up to 57.5 µM), for the others: top-dose activity, negative = inhibition, most hits filed as inhibitors. actives 0.17% (n = 330,000);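 also: potency is read from the fitted curve at half-maximal effect; 0% = uninhibited 1x PFK enzyme wells and -100% = no-enzyme wells; nearly all actives have a fitted effect of over 60% in size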
#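 ADP-Glo luminescence quantified ADP after 45 min at room temperature, with 1.25 nM T. brucei PFK, 0.1 mM ATP and 0.5 mM fructose-6-phosphate in pH 8.0 TEA buffer. qHTS titrations up to 57 µM; curves classified by quality.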
# TSHR antag: antagonists of human thyroid stimulating hormone receptor. P16473. TSHR-expressing cells, TSH-stimulated cAMP HTRF, 2 h; active compounds read low. activity change, negative = inhibition, % at 11.5 µM. actives 0.2% (n = 330,000). AID 504810;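 active = activity change below a set negative limit, meaning inhibition stronger than a set level, cut at about -70% in these data; inconclusive = activity change between two set negative limits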; also: % is scaled to controls: 0 for no effect and ±100 for the full control effect
#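 Freshly harvested TSHR cells receive pin-tooled compound, then EC80 TSH at 4nM final. After 2 hours at 37 deg C, antibody in lysis buffer and cAMP-d2 are added; 30 minutes at ambient temperature precede the HTRF read.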
# FBPA coupling cs: coupling enzyme interference in Giardia aldolase counter-screen | coupling enzyme system counterscreen, AmpLite Red fluorescence | actives 0.67% (n = 290,000) | activity change, negative = inhibition, % at 58.2 µM, hits read low; in the data active = activity change below about -30%; also: % is scaled to controls: 0 for no effect and ±100 for the full control effect
#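 First, compound is pin-transferred into glyceraldehyde-3-phosphate coupling-enzyme reagent at 57.5 uM final and held 10 min at RT. Next, substrate, coupling system and AmpLite Red are added. After 20 min RT, fluorescence (525/598 nm) is read.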
# AT treatment: candidate therapy for ataxia-telangiectasia; […] A-T fibroblasts, KAP-1 phosphorylation AlphaLISA; neocarzinostatin DNA damage 30 min before lysis; Potency, µM (titrated, usually from 57.5 µM), without a hit: at the highest dose activation, most hits filed as activators; actives 0.19% (n = 320,000); AID 485349; also: potency is read from the fitted curve at half-maximal effect; % of control where 0% means no effect; nearly all actives have a fitted effect of over 45% in size
#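 hTERT-immortalized A-T patient fibroblasts ([…]), 500 cells/well in OPTI-MEM, 1% FBS, got compounds for 60 min, then NCS for 30 min at 37C. Lysates were then assayed for phospho-KAP-1 by AlphaLISA (anti-pKAP1 donor, anti-KAP1 acceptor beads), 6 hr at 25C.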
# CXXC DNA block: MLL CXXC-DNA interaction inhibition | Potency, µM (top dose mostly 115 µM), for inactives: top-dose activity change, negative = inhibition, most hits filed as inhibitors | actives 0.037% (n = 290,000) | MLL-CXXC / FITC-HOXA9 DNA fluorescence polarization | AID 2662; active = well fitted inhibition curve with a large enough effect in the polarisation, with a control signal flat, not every such curve was filed as active; inconclusive = small, poorly fitted or top-dose-only effect, or effect the other way, or a change in a side signal; inactive = no such curve, though single readings can be large or run the other way; the % refers to the polarisation; also: potency is read from the fitted curve at half-maximal effect
#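 Purified MLL-CXXC (added from a 7 uM solution) was preincubated 5 min at ambient with pinned compounds in 50 mM Tris-HCl pH 7.5, 50 mM NaCl, 1 mM DTT, 0.05% BSA. Fluorescein-labeled HOX-A9 DNA (50 nM solution) followed, 30 min, then polarization read.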
# Giardia kill: kills Giardia lamblia; Giardia lamblia trophozoite viability; activity change, % at 7.66 µM, hits read low; actives 0.15% (n = 340,000); AID 540267; in the data active = activity change below about -80%; inconclusive = between about -30% and that limit;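 also: parasites exposed to compound for two days anaerobically before the ATP read; % is scaled to controls: 0 for no effect and ±100 for the full control effect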
#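 Luminescent ATP signal served as the viability read-out, measured 15-30 min after adding ATP detection reagent to trophozoites that had been incubated with compounds for 48 hrs at 37 deg C anaerobically at 100 cells/well.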
# GALK inh: galactokinase (human) inhibition; Purified GALK, Kinase-Glo residual ATP luminescence; Potency, µM (top dose mostly 57.5 µM), without a hit: at the highest dose activity change, negative = inhibition, hits mostly inhibitors; actives 0.007% (n = 270,000); also: potency is read from the fitted curve at half-maximal effect; % is scaled to controls: 0 for no effect and ±100 for the full control effect
#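 Human GALK (5 nM) with 35 uM ATP and 100 uM galactose in 20 mM HEPES pH 8.0, 5 mM MgCl2, 60 mM NaCl, 1 mM DTT, 0.01% BSA. After 1 h at room temperature, leftover ATP was read by Kinase-Glo Plus luminescence.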
# Starred values were filed as active, the others as inactive; ? = inconclusive; / = no result given; [ ] = remark or other dose. Unless noted, calls follow the shape of the dose curve; as a rule, active = well fitted curve in the direction sought with a large enough effect; inconclusive = small, poorly fitted or top-dose-only effect, or another doubt; inactive = no such curve, though single readings can be large; an effect the other way counts as inactive or inconclusive.
SMILES,TCR act,Chronic BCR inh,hERG WT inh,Tb PFK block,TSHR antag,FBPA coupling cs,AT treatment,CXXC DNA block,Giardia kill,GALK inh
CCCN(C(=O)c1ccco1)c1nnc(-c2ccccc2C)s1,-45%,-13%,/,0%,1,-3,?,2%,-17,6%
O=C(O)c1cc([N+](=O)[O-])c(N2CCCC2)c([N+](=O)[O-])c1,-13%[46.1 µM],?,1,0%,13,6,-7%,-7%,23,0%
Cc1cc(C)n(C(=O)/C(C#N)=C/N(C)C)n1,1%,4%,-22,-4%,-7,0,0%,1%,-9,8%
O=C(COC(=O)Cc1n[nH]c(=O)c2ccccc12)Nc1ccc(Cl)cc1F,0%,5%,-6,-1%,0,0,1%,-1%,-24,0%
CCOc1ccccc1N1CN(C2CCCCC2)CNC1=S,-3%,-1%,4,-2%,2,1,-2%,0%,-3,-2%
CCC1CCCCN1C(=O)CN1C(=O)c2ccccc2S1(=O)=O (configuration not stated),3%,?,-5,-7%,1,/,-2%,/,-19,/
C=CCNc1sc(C(=O)c2ccccc2)c(N)c1-c1nc2ccccc2s1,-11%,?,14,12%,-15,-2,3%,17%,8,-4%
Cc1cccc(C)c1NC(=O)CN(C)C(=O)C1CC(=O)N(c2cccc3ccccc23)C1 (configuration not stated),-59%,3%,7,17%,15,/,13%,/,-4,/
NS(=O)(=O)c1ccc(NC(=O)C2(c3ccccc3)CCCC2)cc1,-3%,2%,3,2%,-2,-1,-1%,-3%,-14,8%
Nn1c(-c2cccs2)nc2sc3c(c2c1=O)CCCC3,-1%,4%,-6,4%,-4,0,0%,-10%,3,7%
COc1ccc(NC(=O)C(c2ccccc2)N2CCN(c3ccccn3)CC2)cc1Cl (configuration not stated),/,?,15,5%,11,0,0%,1%,14,2%
CN(C)C(CNC(=O)c1coc2ccccc2c1=O)c1ccccc1 (configuration not stated),0%,-21%,3,-16%,37,-1,3%,?,0,-2%
CCOC(=O)C1(Cc2ccccc2)CCN(Cc2cc(=O)c3ccccc3[nH]2)CC1,6%,2%,-11,0%,-3,2,3%,-4%,4,4%
COc1ccccc1NC(=O)Nc1nc(CC(=O)NCc2cccnc2)cs1,-3%,12%,-2,-8%,3,/,0%,/,-6,/
COc1ccc(/C=C(/C#N)C(=O)Nc2cccc([N+](=O)[O-])c2)cc1C(=O)O,3%,2%,0,-9%,-13,-1,-3%,?,-6,-1%
O=C1CSC(=S)N1N1C(=O)c2cccc([N+](=O)[O-])c2C1=O,/,?,/,?,9,-14,-3%,15%,/,0%
CC1=CC2=NC(=O)/C(=C\c3cc(C)n(-c4ccc(F)cc4)c3C)C(=N)N2O1,-10%[46.1 µM],5%,0,4%,8,-1,6%,6%,28,0%
COc1cccc(NC(=O)[C@H](CC(C)C)NC(=O)N2CCn3c2nc2ccccc23)c1,2%,?,-10,-1%,-8,-4,3%,-7%,-30,13%
Cc1c(O)ccc2c3c(c(=O)oc12)CCCC3,-10%,-21%,-18,13%,11,0,-3%,1%,24,0%
Cc1ccc(C)c(N2CCN(S(=O)(=O)c3ccc4c(c3)NC(=O)CC(=O)N4)CC2)c1,9%,-13%,8,0%,6,5,-1%,/,-3,/
O=C(CC1C(=O)NCCN1C(=S)Nc1ccccc1)Nc1ccc2c(c1)OCCO2 (configuration not stated),-4%,-6%,-39,-2%,-1,0,5%,-7%,8,0%
O=C1CN(C(=O)c2cc(F)cc(F)c2)c2ccccc2N1,-4%,-1%,-10,-4%,6,-1,-4%,2%,1,-2%
COc1ccc(CN(C)C[C@H]2Oc3c(NC(=O)Nc4ccccc4)cccc3C(=O)N([C@H](C)CO)C[C@@H]2C)cc1,1%,1%,-4,0%,-15,/,6%,/,15,/
COC(=O)C1=C(CSc2nncn2C)NC(=O)NC1c1ccc(F)cc1 (configuration not stated),6%,2%,-11,2%,2,1,5%,1%,14,-4%
c1ccc(CN2CCN(c3nc(-c4ccccc4)nc4ccccc34)CC2)cc1,-7%,4%,17,-1%,-16,0,2%,30%,7,-2%
CCNc1nc(Cl)nc(-c2cn(-c3ccccc3)c3ccccc23)n1,-2%,0%,-14,-6%,-29,0,2%,17%,-27,-1%
O=C(c1ccc(CSc2ccc(Cl)cc2)cc1)N1CCCC1,6%,0%,/,1%,-15,5,-1%,-3%,-9,8%
O=S(=O)(Cc1ccccc1)Nc1ccccc1Br,/,2%,-5,-4%,6,-1,4%,16%,-7,-5%
Cc1cccc(NC(=O)c2ccc(N3CCCCC3)c([N+](=O)[O-])c2)n1,-4%,?,-16,0%,-10,-20,-6%,6%,14,0%
CCC1=NC(c2ccccc2Cl)N(O)C1(C)C (configuration not stated),/,0%,3,3%,-11,1,2%,0%,-2,1%
Cc1cc(Oc2nnnn2-c2ccccc2)ccc1Cl,4%,2%,5,3%,-1,6,/,0%,-5,1%
Cc1ccc(N2CCN(C(=S)Nc3ccccc3)CC2)cc1,-2%,-1%,-8,-5%,-1,3,-2%,5%,-29,2%
O=C(COc1ccc2ccccc2c1)NNC(=O)c1cccs1,8%[46.1 µM],0%,-2,?,-2,-2,-2%,6%,10,1%
CCOc1ccccc1NC(=O)CN(C)S(=O)(=O)c1ccc2[nH]c(=O)oc2c1,-7%,?,-3,-3%,0,/,-2%,5%,13,-7%
COc1cc(OC)cc(C(=O)N(Cc2cc3cc(C)ccc3[nH]c2=O)C(C)C)c1,-1%,3%,-3,-1%,8,-16,2%,-9%,14,-3%
CCn1cc(C(=O)N[C@H](C(=O)NCCO)C(C)C)c(=O)c2cc3c(cc21)OCO3,0%,-5%,3,0%,-1,0,-4%,8%,17,1%

# Among those listed so far, ten contain a halogen.
SMILES,TCR act,Chronic BCR inh,hERG WT inh,Tb PFK block,TSHR antag,FBPA coupling cs,AT treatment,CXXC DNA block,Giardia kill,GALK inh
O=C(COC(=O)Cc1n[nH]c(=O)c2ccccc12)Nc1ccc(Cl)cc1F,0%,5%,-6,-1%,0,0,1%,-1%,-24,0%
COc1ccc(NC(=O)C(c2ccccc2)N2CCN(c3ccccn3)CC2)cc1Cl (configuration not stated),/,?,15,5%,11,0,0%,1%,14,2%
CC1=CC2=NC(=O)/C(=C\c3cc(C)n(-c4ccc(F)cc4)c3C)C(=N)N2O1,-10%[46.1 µM],5%,0,4%,8,-1,6%,6%,28,0%
O=C1CN(C(=O)c2cc(F)cc(F)c2)c2ccccc2N1,-4%,-1%,-10,-4%,6,-1,-4%,2%,1,-2%
COC(=O)C1=C(CSc2nncn2C)NC(=O)NC1c1ccc(F)cc1 (configuration not stated),6%,2%,-11,2%,2,1,5%,1%,14,-4%
CCNc1nc(Cl)nc(-c2cn(-c3ccccc3)c3ccccc23)n1,-2%,0%,-14,-6%,-29,0,2%,17%,-27,-1%
O=C(c1ccc(CSc2ccc(Cl)cc2)cc1)N1CCCC1,6%,0%,/,1%,-15,5,-1%,-3%,-9,8%
O=S(=O)(Cc1ccccc1)Nc1ccccc1Br,/,2%,-5,-4%,6,-1,4%,16%,-7,-5%
CCC1=NC(c2ccccc2Cl)N(O)C1(C)C (configuration not stated),/,0%,3,3%,-11,1,2%,0%,-2,1%
Cc1cc(Oc2nnnn2-c2ccccc2)ccc1Cl,4%,2%,5,3%,-1,6,/,0%,-5,1%
